aSyn yeast inh: inhibitors of alpha-synuclein toxicity in yeast; actives 0.14% (n = 370,000); AID 652106; Yeast expressing alpha-synuclein, growth rescue, BacTiter-Glo, 24 h; Potency, µM (highest dose often 46.1 µM), for inactives: at the top dose growth rescue (activation), most hits filed as activators; further: potency means the concentration at half of the fitted maximal effect; % of control where 0% means no effect; nearly all actives have a fitted effect of over 65% in size
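Screening used galactose-induced yeast with toxic alpha-synuclein levels, exposed to compound for 24 hr at 30 deg C. Cell growth, read with BacTiter-Glo luminescence, gave the measured signal.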
PTHR1 agonist: PTHR1 (human) receptor agonism | Q03431 | HEK293 GP2 PTHR1 cells, GloSensor cAMP luminescence, 1 h | Potency, µM (top dose mostly 115 µM), inactives show top-dose activation, hits mostly activators | actives 0.075% (n = 410,000) | AID 743266; further: potency means the concentration at half of the fitted maximal effect; nearly all actives have a fitted effect of over 55% in size; some results filed as inactive show a strong effect at the top dose; inactives centre near -15; many of its hits are not listed in these tables
Target sequence (Q03431 whole entry, looked up): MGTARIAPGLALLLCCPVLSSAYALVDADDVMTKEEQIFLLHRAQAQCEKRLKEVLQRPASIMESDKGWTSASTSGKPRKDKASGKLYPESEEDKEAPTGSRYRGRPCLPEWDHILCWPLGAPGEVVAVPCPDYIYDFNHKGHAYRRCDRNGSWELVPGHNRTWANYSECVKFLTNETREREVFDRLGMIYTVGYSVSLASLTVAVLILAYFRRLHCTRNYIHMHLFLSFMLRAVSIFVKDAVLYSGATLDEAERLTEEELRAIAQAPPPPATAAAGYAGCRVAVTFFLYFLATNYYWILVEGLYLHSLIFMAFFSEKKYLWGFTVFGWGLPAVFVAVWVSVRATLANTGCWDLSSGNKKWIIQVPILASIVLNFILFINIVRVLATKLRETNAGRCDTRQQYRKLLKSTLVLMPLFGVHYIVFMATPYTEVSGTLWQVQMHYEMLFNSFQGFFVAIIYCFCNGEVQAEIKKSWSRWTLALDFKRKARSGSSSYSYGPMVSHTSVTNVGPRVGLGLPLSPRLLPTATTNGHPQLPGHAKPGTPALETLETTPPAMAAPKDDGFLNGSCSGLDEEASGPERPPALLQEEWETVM
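HEK-293-derived GP2 cells expressing PTHR1 and a GloSensor cAMP reporter, 3,000/well, plated overnight, given luciferin plus IBMX (each 0.5 mM as added) for 1 h at 37 °C, then compound for 1 h at 37 °C. Luminescence was read after 15 min at room temperature.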
GLP1R ag: GLP-1 receptor (human) agonism; P43220; HEK293 GLP-1R CRE-luciferase, luminescence, 4-6 h; cells express a hypersensitive GLP-1R form; Potency, µM (titrated, usually from 45.6 µM), for inactives: at the top dose activation, usual class: activators; actives 0.007% (n = 380,000); AID 624172; further: potency means the concentration at half of the fitted maximal effect; % of control where 0% means no effect
Abeta rescue: compounds reversing amyloid beta toxicity in yeast; yeast expressing A-beta42, growth rescue, OD600, 48 h; response scale: 0% DMSO, 100% iron-clioquinol control; AID 1347071; actives 0.063% (n = 410,000); Potency, µM (top dose mostly 46.1 µM), for the others: at the top dose growth rescue, most hits filed as activators; further: potency means the concentration at half of the fitted maximal effect; nearly all actives have a fitted effect of over 55% in size
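Yeast A-beta toxicity model in growth medium with pinned compounds, 48 h at 30 C; growth read as absorbance at 600 nm. Normalized to FeCl3/clioquinol equimolar mix (positive) and DMSO (negative).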
FUS yeast rescue: rescues growth of FUS-expressing yeast; S. cerevisiae FUS-expressing, growth rescue, OD600, 24 h; Potency, µM (highest dose often 76.6 µM), for inactives: at the top dose growth rescue (activation), usual class: activators; actives 0.24% (n = 390,000);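 further: potency means the concentration at half of the fitted maximal effect; plate controls were DMSO vehicle for no effect and reference control for full effect; nearly all actives have a fitted effect of over 55% in size; some results filed as inactive show a strong effect at the top dose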
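Absorbance at 600 nm, taken 24hr after compound addition, measured rescue of FUS-yeast growth at 30C. Induction used 2% galactose with seeding at OD 0.005. Controls: CP55940 from 92uM final, DMSO only.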
TDP-43 yeast inh: rescues yeast growth from TDP-43 toxicity; TDP-43 expressing yeast growth rescue, BacTiter-Glo, 24 h; Potency, µM (highest dose often 46.1 µM), inactives show at the top dose growth rescue (activation), actives largely listed as activators; actives 1.8% (n = 410,000); AID 652104; further: potency means the concentration at half of the fitted maximal effect; % of control where 0% means no effect; nearly all actives have a fitted effect of over 50% in size
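Yeast expressing TDP-43 (pregrown in raffinose, seeded at OD600=0.02 in galactose medium) exposed to compounds 24 hr at 30 deg C. Growth read by BacTiter-Glo luminescence; rescue of toxicity appears as increased signal.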
Akt phos inh: blocks phosphorylation of Akt; AID 651550; activity change, % for hits at 50 µM; actives 0.32% (n = 360,000); Neuro2A IGF-stimulated pAkt S473 HTRF, 20 min; hits give low values; in the data active means activity change below about -80%; inconclusive means mostly about -51% to -80%; further: on the % scale 0 is the no-effect control and ±100 the full control effect
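Neuro2A cells (4,500/well, DMEM with 0.5% FBS) were treated with compound at a single 50 µM final concentration, stimulated with 6 nM IGF for 20 min at 37 °C, and lysed. Phospho-Akt Ser473 was read by HTRF as 665/615 ratio ×10^4.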
D3 antag: blocks the human D3 dopamine receptor; D3R cells, DiscoveRx beta-arrestin luminescence, antagonist mode; hits give low values; actives 2.5% (n = 360,000); max response, negative = inhibition, %; AID 652054; in the data active means max response below about -50%; inconclusive means no clear call, values can overlap the other calls; further: on the % scale 0 is the no-effect control and ±100 the full control effect; mostly tested at two doses, the higher about 12 µM
Target sequence (P35462 whole entry, looked up): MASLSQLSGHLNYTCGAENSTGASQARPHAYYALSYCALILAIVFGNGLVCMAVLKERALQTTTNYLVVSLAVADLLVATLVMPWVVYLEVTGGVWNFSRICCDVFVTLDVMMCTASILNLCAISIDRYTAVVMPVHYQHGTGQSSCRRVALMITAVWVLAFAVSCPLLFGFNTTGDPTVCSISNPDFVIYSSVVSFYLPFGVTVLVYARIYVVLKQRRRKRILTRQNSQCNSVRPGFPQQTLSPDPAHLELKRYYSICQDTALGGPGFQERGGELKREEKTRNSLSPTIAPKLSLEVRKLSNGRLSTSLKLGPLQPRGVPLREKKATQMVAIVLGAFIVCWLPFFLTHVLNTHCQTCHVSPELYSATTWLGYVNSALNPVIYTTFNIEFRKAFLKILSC
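Cells plated overnight at 1500 cells/well, then exposed to library compounds with dopamine controls for 90 minutes at 37 degrees C. DiscoveRx reagent added for 30–60 minutes at room temperature; luminescence read, quantitative HTS format.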
GLP-1R inv ag: inverse agonists of human GLP-1 receptor; HEK293 GLP-1R CRE-luciferase, luminescence, 24 h; GLP-1R form is constitutively active; actives 1.6% (n = 410,000); P43220; Potency, µM (doses to about 38.3 µM), without a hit: at the highest dose activity change, negative = inhibition, hits mostly inhibitors; further: potency means the concentration at half of the fitted maximal effect; on the % scale 0 is the no-effect control and ±100 the full control effect; nearly all actives have a fitted effect of over 55% in size
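Assay principle: reduced luminescence from a cAMP-responsive reporter in HEK293 cells co-expressing a constitutively active GLP-1R. Conditions: 24 hr compound incubation, 37 deg C, 5% CO2.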
* marks the source's active call; other numbers are inactive results; i = inactive; ? = inconclusive; . = not tested or not shown; & = joins results of further samples; [ ] = another dose, or the depositor's remark. Unless noted, the call rests on the fitted dose curve; in most records, active means well fitted curve in the direction sought with a large enough effect; inconclusive means small, poorly fitted or top-dose-only effect, or another doubt; inactive means no such curve, though single readings can be large; an effect the other way counts as inactive or inconclusive. An excerpt; rates above refer to the full screens.

Each structure is followed by: aSyn yeast inh | PTHR1 agonist | GLP1R ag | Abeta rescue | FUS yeast rescue | TDP-43 yeast inh | Akt phos inh | D3 antag | GLP-1R inv ag
CC(NC(=O)NC1CCCCC1)C(c1cccs1)N1CCN(C)CC1 (configuration not stated)
 : 4% | i | 13% | 12% | -18% | 0% | i | 0 | -20%
CC(=O)Nc1cccc(NC(=O)c2sc3ncn(CC(=O)N4CCCCC4)c(=O)c3c2C)c1
 : -1% | -6% | 9% | -7% | -15% | -13% | i | ? | 10%
O=S(=O)(NCc1ccccc1)c1ccc2[nH]c3c(c2c1)CCCCC3
 : . | -23% | . | -4% | -1% | 15%[9.22 µM] | . | . | ?
COc1ccc([N+](=O)[O-])c(OC)c1C(=O)NC(=O)Nc1nc(C)cc(C)n1
 : 1% | -52%[inhibitor] | -1% | -9% | 2% | -24% | i | 7 | 24%
CN1CCN(CCCn2cnc3c(=O)oc4ccccc4c32)CC1
 : -7% | i | -9% | 12% | 9% | 5% | i | 15 | 4%
Cc1cccc(NCc2ccc([N+](=O)[O-])s2)c1
 : 27% | i | 14% | 8% | 7% | ? | i | -24 | -13%
CCCN(CC(=O)c1cc(C)n(C)c1C)S(=O)(=O)c1cccc(C(F)(F)F)c1
 : 2% | -18% | -1% | 12% | 14% | -11% | i | 0 | ?
O=C(Nc1nccs1)C1CC(=O)N(Cc2ccco2)C1 (configuration not stated)
 : -1% | -16% | 1% | -11% | -10% | 4% | i | 5 | -4%
Oc1ccccc1-c1cc(-c2ccccc2)n[nH]1
 : -6% | -25% | 5% | -19% | -3% | ? | i | -12 | ?
CCOc1ccc(NC(=O)CN2C(=O)c3ccccc3Sc3ccc(C(=O)OC)cc32)cc1
 : 0% | i | -1% | -2% | -14% | 0% | . | . | -4%
CC#CCc1cc2ccccc2c(=O)o1
 : -7% | -24% | -6% | -1% | -13% | 6% | i | 0 | 13%
CCN(CC)c1ccc(CNc2nc3ccccc3n2CCN2CCOCC2)cc1
 : 1% | -29% | 16% | -8% | 7% | -19% | i | ? | ?
Fc1nc(N2CCCC2)c(F)c(Oc2ccccc2Oc2c(F)c(F)nc(N3CCCC3)c2F)c1F
 : 5% | i | -10% | 14% | 5% | 6% | i | 11 | 4%
O=C(N/N=C/c1cccc([N+](=O)[O-])c1)C1COc2ccccc2O1 (configuration not stated)
 : 6% | -5% | 2% | 2% | -3% | 26% | i | 5 | -22%
CCOC(=O)c1c(C)[nH]c(C(=O)COC(=O)CNS(=O)(=O)c2ccc(C)cc2)c1C
 : -2% | -9% | 1% | -10% | . | -24% | i | 0 | 4%
COc1cc(C(C)=O)ccc1OCc1cc(C(=O)N2CCSCC2)no1
 : -1% | -9% | -2% | 5% | 7% | 5% | i | 3 | 77%[activator]
COc1ccc(N(CC(=O)N2CCN(C)CC2)S(C)(=O)=O)cc1OC
 : -5% | -25% | 11% | 4% | 12% | 2% | i | -1 | -3%
CCn1c(=O)cc(OCC(=O)NCCC(C)C)c2ccccc21
 : -2% | -22% | -1% | -16% | -5% | -5% | i | -3 | 48%[activator]
CCCC(=O)Nc1ccc(NC(=O)CCc2ccccc2)cn1
 : -9% | -6%[57.5 µM] | 4% | 2% | -4% | 11% | i | -56* | 1%
CCN(CC)S(=O)(=O)c1cccc(NC(=O)COc2ccc(Cl)cc2Br)c1
 : 0% | -38%[inhibitor] | 6% | 6% | . | 10% | i | 1 | -20%
COc1ccc(N2CC(NC(=O)c3ccc(S(=O)(=O)N4CCOCC4)cc3)CC2=O)cc1OC (configuration not stated)
 : . | -23% | 0% | 4% | 21% | ? | . | . | 14%
COC(=O)c1c(NC(=O)COC(=O)Cn2cnc3ccccc32)sc(C)c1C
 : 2% | -11%[57.5 µM] | 6% | 12% | 9% | ? | i | -27 | 49%[activator]
OC(CSc1nnnn1-c1ccccc1)Cn1c2ccccc2c2ccccc21 (configuration not stated)
 : ? | -35%[inhibitor] | -4% | ? | ? | -16% | i | -4 | ?
CN(C)C(=O)c1cc(Br)ccc1Cl
 : 6% | -4%[57.5 µM] | -2% | -6% | 6% | -17% | i | 12 | 6%
CCC(=O)c1cc2c(C)cc(=O)oc2c(C)c1OC(C)=O
 : 4% | -12% | -7% | -22% | . | ? | i | 46 | -10%
Cc1ccc(S(=O)(=O)N2CCCCC2)cc1NC(=O)C1CC(=O)N(Cc2ccco2)C1 (configuration not stated)
 : 3% | -4% | -1% | 8% | . | 0% | i | 15 | 6%
COc1ccc(OCCSc2nnc(CCNC(=O)c3ccc(Cl)c(Cl)c3)n2C)cc1
 : -6% | i | 12% | -14% | 9% | 0% | i | 18 | 10µM*
CCc1ccccc1NS(=O)(=O)c1ccc(-c2coc(C)n2)cc1
 : 0% | i | 3% | -5% | 23% | 13µM* | . | . | ?
Cc1c(C(=O)Nc2ccc(F)c(F)c2)oc2ccc(S(=O)(=O)N3CCC4(CC3)OCCO4)cc12
 : . | -19% | . | -8% | 5% | 12% | . | . | 6%
N#Cc1c(C(F)(F)F)cc(-c2ccccc2)nc1SCC(=O)Nc1sc2c(c1C#N)CCC2
 : -7% | -11%[57.5 µM] | -9% | 14% | -2% | 0% | i | 21 | -15%
CC1CCc2[nH]c3ccc(C(=O)N(C)CC(=O)Nc4cccc(F)c4)cc3c2C1 (configuration not stated)
 : 3% | -7% | 14% | 11% | 41% | -18% | i | 3 | ?
O=C(c1ccccc1NS(=O)(=O)c1ccc(F)cc1)N1CCOCC1
 : 0% | i | -3% | 5% | 0% | 15% | i | -2 | 14%
COC(=O)c1cccc(NC(=O)CC2C(=O)NCCN2C(=O)Nc2cc(C)cc(C)c2)c1 (configuration not stated)
 : 6% | i | 4% | 14% | 30% | -3% | i | 10 | ?
COc1cccc(/C=C/C(=O)Nc2ccc(N3CCOCC3)cc2)c1OC
 : -8% | i | ? | 16% | 11% | -12% | i | 1 | 19%
CCC(=O)c1ccc(OC)c(OC)c1OCc1ccccc1
 : 13% | i | 1% | -3% | . | ? | i | 1 | -5%
Cc1cc(S(=O)(=O)NC(C)c2nnc3ccccn23)ccc1Br (configuration not stated)
 : -5% | i | -2% | 13% | . | 24% | i | -1 | -23%
COc1cc(NC(=O)CN2C(=O)C(c3ccc(C)cc3)=NC23CCCCC3)cc(OC)c1
 : . | -2% | . | 24% | 4% | 0% | . | . | 10µM*
Nc1cccc(NC(=O)c2cccs2)c1
 : 0% | i | -3% | 19% | 11% | 6% | i | 18 | 12%
Cc1ccc(NC(=S)C2=C(O)c3sccc3N(C)S2(=O)=O)cc1
 : -11% | i | 2% | -20% | 30% | -14% | i | -88* | ?
c1ccc(CNC2=NCCC2)nc1
 : 0% | i | 0% | 3% | -6% | 1% | i | ? | 1%
COc1cccc(CNC(=O)C2CCN(Cc3cc4ccccc4n3Cc3ccccc3)CC2)c1OC
 : . | i | . | 5% | -15% | 20% | . | . | ?
Cc1ccccc1NC(=S)N1CCOCC1
 : -8% | i | -6% | -19% | -30% | -8% | i | 3 | 16%
CCCCn1cnc2c(=S)nc(N)[nH]c21
 : 0% | i | 7% | -19% | 11% | 2% | i | 25 | 12%
O=C(CCc1nnc2ccc(NCc3ccco3)nn12)Nc1cc(F)ccc1F
 : 0% | i | 1% | -8% | -12% | 15% | . | 4 | 20%
Cc1ccccc1NC(=O)/C(C#N)=C/c1ccc(-c2ccc(Cl)c(C(=O)O)c2)o1
 : -6% | -26% | -1% | -3% | 23% | . | i | -66* | 61%[activator]
O=C(O)c1ccc(N2C(=O)CSC2=S)cc1
 : 10µM* | -19% | -2% | -58%[inhibitor] | 1% | ? | i | -4 | 10%
CCN(CC)C(=O)C1=C(C)N(Cc2ccc(F)cc2)C(=O)C(CC(=O)NCCCN(C)C)C1 (configuration not stated)
 : 0% | -3% | -4% | 6% | -5% | 0% | i | -22 | -7%
Cc1ccc(NC(=O)Cn2c(=O)c3cccn3c3ccccc32)c(Cl)c1
 : -2% | ? | -5% | -12% | 17% | -9% | i | -14 | ?
COc1ccc(N/C(=C2\CCCC2=O)C2CCCCC2)cc1
 : -1% | -1% | 14% | -2% | 0% | 22% | i | 0 | -11%
CCOC(=O)c1ccc(NS(=O)(=O)c2c(C)n[nH]c2C)cc1
 : -10% | i | -4% | -1% | -17% | 19% | i | 6 | 18%
CCN(CC(=O)Nc1ccc(N2CCOCC2)cc1)C(=O)c1ccc(C(F)(F)F)cc1
 : -1% | i | -1% | -13% | 13% | -29% | i | -7 | 7%
CCn1cc(CN2CCC(n3nccc3NC(=O)Cc3ccccc3)CC2)c(C)n1
 : -4% | -38%[inhibitor] | 1% | 8% | . | -13% | i | -24 | -5%
O=C(COc1ccc(Cl)cc1Cl)NNC(=O)c1cccnc1
 : -2% | -1% | 8% | 1% | 2% | -11% | i | 1 | -8%
O=[N+]([O-])c1ccc(Nc2cccc3c2[nH]c2c(-c4ccccc4)nccc23)c([N+](=O)[O-])c1
 : 2% | -23% | -10% | 10% | . | 0% | i | 19 | ?
NC(=S)N=Nc1c(O)[nH]c2ccccc12
 : -3% | i | 6% | -4% | -1% | -7% | i | -6 | 13%
CC(C)(C)c1ccc(-n2ncc3c2CCCC3NC(=O)C2=NNC(=O)CC2)cc1 (configuration not stated)
 : -8% | -37%[inhibitor] | -2% | 16% | 27% | 12% | i | 19 | -28%
COc1ccc(-c2[nH]ncc2CNC(C)c2ccccc2Cl)cc1F (configuration not stated)
 : -1% | 13% | 13% | 9% | -1% | 7% | i | -20 | ?
CCOC(=O)C1=C(C)NC(C)=C(C(=O)OCC)C1C(=O)OCC(=O)N1c2ccccc2CC1C (configuration not stated)
 : 3%&4% | i | 13%&-3% | 3%&28% | 23%&36% | 8%&5% | i | 13&-17 | ?
O=C(CCN1C(=O)COc2ccccc21)NCCCN1CCN(c2ccccc2F)CC1
 : -1% | i | -1% | -9% | 1% | -25% | i | -28 | -10%

High-throughput results deposited in PubChem by National Center for Advancing Translational Sciences (NCATS).
